High-throughput results deposited in PubChem BioAssay by several laboratories.
SUMO1-SIM PPI: alters human SUMO1 binding to SIM partners; SUMO1 binding to a labelled peptide, TR-FRET, 1 h; 360,000 compounds, 0.33% hits; AID 602429; P63165; inhibition, % at 20 µM; in the data active = inhibition above about 37%
Target sequence (P63165 whole entry, looked up): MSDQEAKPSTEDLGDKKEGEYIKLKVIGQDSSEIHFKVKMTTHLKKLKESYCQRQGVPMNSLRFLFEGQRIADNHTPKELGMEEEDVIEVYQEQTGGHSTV
LMPTP inh: LMPTP (human) inhibition. P24666. recombinant LMPTP-A, OMFP fluorogenic substrate, fluorescence intensity. inhibition, % at 20 µM. 360,000 compounds, 0.22% hits;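 active = compounds that cut the enzyme signal by at least half of the control window in the single-dose screen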;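 also: plate controls were DMSO wells with enzyme plus substrate for no effect and substrate without enzyme for full effect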
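Assay system: LMPTP-A, protein tyrosine phosphatase of low molecular weight / Medium: pH 6.0 Bis-Tris buffer with DTT and Triton X-100 / Schedule: 50 min enzyme reaction at room temperature, protected from light / Measured by: endpoint fluorescence intensity from OMFP dephosphorylation / Read-out basis: % inhibition relative to no-enzyme and uninhibited control wells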
SKN-1 block: inhibitors of C. elegans SKN-1; C. elegans VP596 Pgst-4::GFP/RFP ratio, acrylamide-induced, 24 h; inhibition, % at 21.8 µM; 360,000 compounds, 0.49% hits; AID 624304;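 active = interference check ratio from 0.5 to 1.5 plus GFP to RFP signal ratio inhibition reaching or exceeding a fixed threshold, cut at about 30% in these data, passing the limit was not always enough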; also: some compounds called inactive have numbers as strong as hits
DNMT1 inh: DNMT1 (human) enzyme inhibition; P26358; inhibition (reported as % activation of signal), % at 10 µM; DNMT1 molecular beacon, Hinp1I cleavage, fluorescence; 360,000 compounds, 0.83% hits; in the data active = inhibition above about 50%
NadD block: NadD (S. aureus) enzyme inhibition. purified NadD enzyme, colorimetric absorbance read-out. inhibition, % at 20 µM. 360,000 compounds, 0.78% hits. AID 602399; in the data active = inhibition above about 26%; also: some compounds past the cut are filed as inactive
TbMetRS inhib: Trypanosoma brucei MetRS inhibition | 360,000 compounds, 0.4% hits | AID 624268 | inhibition, % at 11.9 µM | purified T. brucei MetRS, ATP depletion, Kinase-Glo luminescence;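 active = inhibition above a per-plate cutoff of the control wells' mean inhibition plus 3 SD, cut at about 5.5% in these data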;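 also: 0% = DMSO wells median and 100% = median of wells with control inhibitor compound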
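Test system: purified T. brucei MetRS enzyme. Also added: ATP, methionine and E. coli bulk tRNA substrates. Compound: 11.9 µM single point. Schedule: 15 min enzyme-compound preincubation, 2 h reaction, 10 min detection, 25 °C. Signal: luciferase luminescence of residual ATP, Kinase-Glo. Evaluation: percent inhibition versus plate control medians. Controls: DMSO wells, low control.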
Neddyl block: cullin neddylation inhibition | P61081+Q13564 | TR-FRET cullin neddylation, biochemical | calls only at 25 µM | 360,000 compounds, 0.58% hits | AID 651699; in the data active = inhibition above about 36%
Target sequence (P61081 whole entry, looked up): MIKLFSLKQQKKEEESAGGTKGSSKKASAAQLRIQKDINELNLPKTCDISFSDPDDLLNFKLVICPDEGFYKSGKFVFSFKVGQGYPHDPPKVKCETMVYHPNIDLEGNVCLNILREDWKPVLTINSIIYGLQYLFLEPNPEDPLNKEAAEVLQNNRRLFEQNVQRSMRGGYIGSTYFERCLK
Target sequence (Q13564 whole entry, looked up): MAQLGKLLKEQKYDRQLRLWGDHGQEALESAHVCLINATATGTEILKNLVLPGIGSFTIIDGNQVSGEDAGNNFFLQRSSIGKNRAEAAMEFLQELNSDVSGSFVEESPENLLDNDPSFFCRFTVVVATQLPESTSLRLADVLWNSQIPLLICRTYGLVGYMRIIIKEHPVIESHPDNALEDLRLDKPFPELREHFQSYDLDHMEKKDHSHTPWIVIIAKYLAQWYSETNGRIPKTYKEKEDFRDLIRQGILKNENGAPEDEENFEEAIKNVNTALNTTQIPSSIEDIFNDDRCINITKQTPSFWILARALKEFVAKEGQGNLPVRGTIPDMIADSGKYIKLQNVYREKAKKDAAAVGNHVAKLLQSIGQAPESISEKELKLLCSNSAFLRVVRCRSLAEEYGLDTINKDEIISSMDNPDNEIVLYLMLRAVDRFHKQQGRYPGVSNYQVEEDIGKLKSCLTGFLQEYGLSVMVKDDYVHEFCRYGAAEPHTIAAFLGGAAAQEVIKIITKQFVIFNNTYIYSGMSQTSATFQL
Scp1 inh: blocks human Scp-1 phosphatase activity; Q9GZU7; Recombinant Scp1, phosphopeptide, malachite green phosphate absorbance; 340,000 compounds, 0.88% hits; inhibition, % at 20 µM; AID 493091;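 active = inhibition above about 50% at 20 µM, limit read from the data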;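 also: plate controls were DMSO wells with enzyme for no effect and wells lacking enzyme for full effect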
Target sequence (Q9GZU7 76-261 limits assumed): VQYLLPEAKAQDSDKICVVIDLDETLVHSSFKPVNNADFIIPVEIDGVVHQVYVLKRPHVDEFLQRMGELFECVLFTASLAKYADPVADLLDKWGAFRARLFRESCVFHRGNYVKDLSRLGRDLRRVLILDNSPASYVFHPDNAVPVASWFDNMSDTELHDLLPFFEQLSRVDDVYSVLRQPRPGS
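Material – SCP-1 phosphatase catalytic domain, residues 76-261 · Buffer or medium – Acidic Tris acetate buffer with magnesium and detergent · Also added – Phospho 17-mer peptide substrate · Compound – single 20 µM dose, 1% DMSO · Times – 45 min room-temperature reaction, 5 min colour, 30 min stabiliser · Technique – Phosphate-binding colour reagent, absorbance read at 630 nm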
STEP block: inhibitors of human striatal-enriched phosphatase STEP; P54829; recombinant STEP, OMFP fluorogenic substrate, fluorescence; inhibition, % at 20 µM; 360,000 compounds, 0.25% hits; AID 588621;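 active = inhibition at 20 µM, scaled per plate between control wells, above about 37%, limit read from the data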;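 also: 0% = DMSO with enzyme and substrate and 100% = substrate only without enzyme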
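Material: STEP (striatal-enriched tyrosine phosphatase) enzyme, cell-free; Compound dosing: 20 µM single dose in 1% DMSO; Technique: fluorescence read at 480 nm ex / 540 nm em; Times: reaction 20 min, ambient temperature; Medium: 50 mM Bis-Tris pH 6.0 with 2.5 mM DTT and 0.005% Tween 20; Also added: OMFP at 25 µM.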
CendR NRP1 mod: modulators of CendR peptide binding to human neuropilin-1; FAM-RPARPAR peptide binding to NRP-1, fluorescence polarization; inhibition, % at 25 µM; 360,000 compounds, 0.85% hits; AID 602438;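 active = inhibition or corrected inhibition above about 18%, plus a signal ratio from 0.5 to 1.5, limit read from the data, passing the limit was not always enough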; also: strong numbers were not always called active
Starred values were filed as active, the others as inactive; i = inactive; . = no result given; + = active, no number.

SMILES	SUMO1-SIM PPI	LMPTP inh	SKN-1 block	DNMT1 inh	NadD block	TbMetRS inhib	Neddyl block	Scp1 inh	STEP block	CendR NRP1 mod
O=C(COC(=O)CN1C(=O)C2CCCCC2C1=O)Nc1cc(F)ccc1F (stereo not drawn)	1	-2.4	9	4	-6	-0.5	i	-4	3	18
CN(C1CCCCC1)S(=O)(=O)c1ccc(S(=O)(=O)N2CCN(C(=O)c3ccccc3F)CC2)cc1	-1	1.7	-10	10	0	-0.7	i	-8	0	1
COc1ccc(CCNC(=O)NS(=O)(=O)c2ccc(C)cc2)cc1OC	4	-0.9	27	0	-2	-0.5	i	-9	-3	4
CN(Cc1ccco1)C(=O)c1ccc(OC2CCN(Cc3ccccn3)CC2)cc1	-3	0.3	-1	-5	10	-0.6	i	-6	-1	1
O=C(COC(=O)c1cn(-c2ccccc2)nc1-c1ccc(F)cc1)Nc1ncc(Cl)cc1Cl	7	1.7	7	16	3	-0.3	i	7	11	-24
Cc1ccc(CN2CC(C(=O)N3CCN(S(=O)(=O)c4cc(C)ccc4C)CC3)CC2=O)cc1 (stereo not drawn)	-29	-8.4	15	-2	5	-0.2	i	-6	0	9
CCN(CC)c1nc(C#N)nc(N(CC)CC)n1	2	-0.5	19	16	-2	-0.2	i	-3	-6	5
O=C(O)c1ccccc1Cc1ccc(F)c2ccccc12	8	-1.5	10	2	-6	-0.2	i	.	-1	-20
O=C1c2ccccc2C(Nc2cccc(C(F)(F)F)c2)N1Cc1ccco1 (stereo not drawn)	1	4.1	2	-3	-5	-0.1	i	-6	-1	6
O=S(=O)(c1ccc(NC(=S)N/N=C/c2c3ccccc3cc3ccccc23)cc1)N1CCOCC1	-18	2.0	25	-3	34*	0.0	i	-10	2	-33

Three of the compounds above, with values under each structure:
Each structure is followed by: SUMO1-SIM PPI	LMPTP inh	SKN-1 block	DNMT1 inh	NadD block	TbMetRS inhib	Neddyl block	Scp1 inh	STEP block	CendR NRP1 mod
Cc1ccc(CN2CC(C(=O)N3CCN(S(=O)(=O)c4cc(C)ccc4C)CC3)CC2=O)cc1 (stereo not drawn)
    -29	-8.4	15	-2	5	-0.2	i	-6	0	9
CN(C1CCCCC1)S(=O)(=O)c1ccc(S(=O)(=O)N2CCN(C(=O)c3ccccc3F)CC2)cc1
    -1	1.7	-10	10	0	-0.7	i	-8	0	1
CCN(CC)c1nc(C#N)nc(N(CC)CC)n1
    2	-0.5	19	16	-2	-0.2	i	-3	-6	5

Additional structures
SMILES	SUMO1-SIM PPI	LMPTP inh	SKN-1 block	DNMT1 inh	NadD block	TbMetRS inhib	Neddyl block	Scp1 inh	STEP block	CendR NRP1 mod
O=C1CCCc2c1cc(C(=O)Nc1ccc(Cl)cn1)c(=O)n2-c1ccccc1	-6	0.0	29	-4	3	-0.2	i	0	3	-8
COCCCN1C(=O)C(=O)/C(=C(/O)c2ccc(S(=O)(=O)N3CCOCC3)cc2)C1c1ccc(C)cc1 (stereo not drawn)	-12	-1.0	-20	1	4	-0.2	i	-4	-1	3
COc1ccc(CCNC(=O)C2c3ccccc3C(=O)N2CCC(C)C)cc1OC (stereo not drawn)	-2	-1.8	2	1	-12	-0.8	i	-7	-2	-5
Cc1ccc(S(=O)(=O)N2CCOCC2)cc1C(=O)N(C)CCOc1ccc(Cl)cc1	0	-2.0	-12	-3	2	0.1	i	-5	-2	0
CCOc1cc(NC(=S)NCCCN2CCOCC2)c(OCC)cc1NC(=O)c1cccc(F)c1	-5	-1.2	-7	-1	-2	-0.2	i	-8	-6	-7
O=C1/C(=C\c2ccc([N+](=O)[O-])cc2)CS(=O)(=O)C/C1=C/c1ccc([N+](=O)[O-])cc1	-5	0.9	11	101*	35*	-0.2	i	-3	2	-39
O=[N+]([O-])CC(c1ccccc1)P(=O)(c1ccccc1)c1ccccc1 (stereo not drawn)	6	-1.0	6	-2	-8	-0.7	i	-4	-4	7
c1ccc(-c2nnc(N3CCOCC3)nc2-c2ccccc2)cc1	-15	0.3	18	-1	-4	0.4	i	0	-8	-6
OCc1cc(CO)c(O)c(CCc2ccccc2)n1	-4	0.6	-2	1	-4	0.5	i	-6	-2	2
COCCn1c(C)cc(C(=O)COC(=O)CCN2C(=O)c3ccccc3C2=O)c1C	-8	-1.7	-17	-7	-2	-1.1	i	-6	2	8
O=C(COC(=O)c1ccc(Cl)c([N+](=O)[O-])c1)NC1CCCC1	-27	-0.9	0	-1	0	-0.8	i	3	-3	-1
CCOC(=O)c1cccc(NC(=O)CCn2nc(C)c(S(=O)(=O)N3CCCCC3)c2C)c1	0	-1.3	11	13	0	0.6	i	-1	1	7
O=C(c1cccc(S(=O)(=O)NCc2ccc3c(c2)OCO3)c1)N1CCCC1	-2	-2.1	-8	0	4	-0.5	i	-3	2	5
CCCCn1c(=O)[nH]c2nc3cc(N)ccc3nc2c1=O	-20	-3.0	-54	54*	5	1.0	i	-5	-77	132
CCN(CC(=O)Nc1c(F)cccc1F)C(=O)c1ccc2ncsc2c1	0	-2.3	15	8	-8	-0.2	i	-6	2	-5
CCOc1ccc(NC(=O)CC2C(=O)N(c3ccc(OC)cc3)C(=S)N2Cc2ccccn2)cc1 (stereo not drawn)	-8	0.9	7	41	-1	-0.1	i	-1	0	-6
C/C(=N\NC(=O)c1cccc([N+](=O)[O-])c1)c1ccncc1	-20	-0.6	3	1	-2	-0.8	i	-8	-3	-1
Cc1cccc(-n2cnc(C(=O)N/N=C/c3ccccc3)c2)n1	-6	-1.3	-17	3	-1	-1.6	i	-2	-3	13
COc1ccc([N+](=O)[O-])cc1NC(=O)C(C)OC(=O)CSC(C)C(=O)Nc1cc(C)on1 (stereo not drawn)	-21	-0.1	37*	0	0	0.1	i	1	0	-7
C=CCNC(=O)CN(Cc1ccccc1)S(=O)(=O)c1ccc(C)cc1	0	-2.9	-1	1	-5	-1.1	i	6	-1	-26
COc1cccc(CN2CC(C(=O)N3CCN(c4ccc(Cl)cc4)CC3)CCC2=O)c1 (stereo not drawn)	5	-0.2	10	1	4	-0.1	i	-5	0	-10
COc1ccc(CCNC2=NCCS2)cc1OC	3	-1.1	9	3	-9	-0.9	i	-11	4	-1
Cc1cc(OC(C)C)c2c(-c3ccccc3)cc(=O)oc2c1	-4	5.5	21	1	-6	-0.5	i	-10	4	-5
Cc1nc(Cc2nnc(SCC(=O)N(C)c3ccccc3)o2)cs1	-9	-8.3	-3	-1	2	-0.5	i	1	-2	9
CCC(Sc1ncnc2c1nnn2-c1ccc(F)cc1)C(=O)OC (stereo not drawn)	-10	-1.1	11	1	-1	-0.1	i	-4	0	10
CC(C)CC(NC(N)=O)C(=O)NCc1ccc(Cl)cc1 (stereo not drawn)	-3	0.2	7	-1	-2	0.1	i	0	-5	-9
CCC(CC)c1nnc(NC(=O)CS(=O)(=O)Cc2ccccc2)s1	4	0.3	-6	-1	3	0.0	i	0	-1	-10
O=C(COc1ccc(Cl)cc1Cl)N(c1ccccn1)C1CCCCC1	4	0.0	-9	-2	1	1.4	i	-5	0	15
CC1CCc2c(sc(NC(=O)c3ccccc3C(=O)O)c2C#N)C1 (stereo not drawn)	1	-1.4	0	0	-7	-0.7	i	-1	-2	3
Cc1cc(OC(C)C(=O)NCC2CCC(C(=O)O)CC2)c2c(C)cc(=O)oc2c1 (stereo not drawn)	6	-0.5	4	0	-3	-0.8	.	4	-1	-7
COc1ccc(/C=N/NC(=O)c2[nH]nc3c2CCc2ccccc2-3)cc1OC	-3	1.6	15	-5	8	1.2	i	22	1	5
COc1ccc(NS(=O)(=O)c2cccc(NC(=O)CCS(=O)(=O)c3ccccc3)c2)cc1	-2	-0.6	4	-4	-10	0.5	i	-3	-3	-5
Cc1cc(NC(=O)c2cc(-c3ccc(O)cc3)on2)no1	1	0.2	8	3	-2	0.5	i	0	-2	-12
O=C(Nc1ccccc1)N1CCNCC1	2	-1.0	-11	2	-2	-1.1	i	3	0	-4
CC(C)[C@H](NC(=O)C1CCN(S(=O)(=O)c2ccccc2)CC1)C(=O)NCc1ccco1	2	-1.0	25	0	0	-0.3	i	-6	-1	3
CC(C)(CNC(=O)c1ccccc1F)CNC(=O)c1ccccc1F	6	0.3	-2	1	-6	-0.7	i	-10	-3	9
COc1ccc(C(=O)Nc2ccc(NC(=O)c3cccs3)cc2)cc1Cl	-3	0.3	-1	8	16	0.1	+	-7	-1	-2
Cc1ccc2c(c1)N(CC(=O)NC1CCCCCC1)C(=O)c1cccnc1O2	4	0.2	3	0	0	-0.1	i	-5	1	-1
O=C(CCSCCC(=O)N1CCCC1)N1CCCC1	0	0.6	6	0	1	-0.6	i	2	0	4
Cc1ccc(S(=O)(=O)C2(C(=O)NCc3ccccc3Cl)CC2)cc1	-1	-0.8	3	1	-13	-0.8	i	-7	1	-1
O=C(COC(=O)C12CC3CC(CC(Br)(C3)C1)C2)Nc1c(F)cccc1F	0	0.9	-11	-5	-5	0.0	i	-7	-2	3
CCc1nnc(NC(=O)CN2CC(C)OC(C)C2)s1 (stereo not drawn)	-1	-1.7	15	-3	-2	0.9	i	3	4	12
Cc1nn(C(=O)c2ccc3c(c2)OCO3)c(N)c1-c1ccccc1	-7	0.2	-6	1	0	0.4	i	-5	2	-2
Cc1ccc2nc(-c3ccc(SCC(=O)Nc4ccc5c(c4)OCCO5)nc3)[nH]c2c1	1	1.2	-6	-2	16	7.4*	i	0	1	-2
CC(=O)c1ccccc1OC(=O)c1ccco1	-2	-0.9	-10	1	-2	0.0	i	-3	-2	6
Cn1c(CCNS(=O)(=O)c2ccccc2)nc2cc([N+](=O)[O-])ccc21	-20	-0.3	-28	3	-6	-0.2	i	2	1	9
O=C1COc2ccc(S(=O)(=O)Nc3cccc(Cl)c3)cc2N1	2	1.7	-1	-2	-2	-0.1	i	-3	-2	-11
Cc1ccc(NC(=O)CS(=O)CC(=O)N(CC(=O)NC(C)(C)C)c2cccc(C)c2C)cc1 (stereo not drawn)	-2	3.0	-40	5	-7	0.2	i	-2	0	-3
CN1CCN(CCC(=O)Nc2ccc(OCc3ccccc3)cc2)CC1	-1	-0.1	-12	-4	-1	0.0	i	-3	-2	0
CC(=O)NCCN=Cc1sc2ccccc2c1O	-8	-0.5	11	3	-1	-0.3	i	-6	-4	3
CC(=O)c1c(C)[nH]c(C(=O)CSc2nnc3ccccn23)c1C	3	-0.6	9	6	0	0.6	i	-6	-2	-1
O=C(NCc1cc(C(F)(F)F)ccc1Cl)c1cccc2c1C(=O)c1ccc(N3CCC(Cc4ccccc4)CC3)cc1S2(=O)=O	-9	-2.0	0	21	29	0.6	i	-2	-21	146
